# Screening data deposited in PubChem BioAssay by National Center for Advancing Translational Sciences (NCATS).
# Tb PFK block = blocks T. brucei phosphofructokinase | O15648 | T. brucei PFK, ADP-Glo luminescence | Potency, µM (titrated, usually from 57.5 µM), for the others: top-dose activity, negative = inhibition, actives largely listed as inhibitors | actives 0.17% (n = 330,000) | AID 485367;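 also: potency is read from the fitted curve at half-maximal effect; 0% = uninhibited 1x PFK enzyme wells and -100% = no-enzyme wells; nearly all actives have a fitted effect of over 60% in size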
# Target sequence (O15648 whole entry, looked up): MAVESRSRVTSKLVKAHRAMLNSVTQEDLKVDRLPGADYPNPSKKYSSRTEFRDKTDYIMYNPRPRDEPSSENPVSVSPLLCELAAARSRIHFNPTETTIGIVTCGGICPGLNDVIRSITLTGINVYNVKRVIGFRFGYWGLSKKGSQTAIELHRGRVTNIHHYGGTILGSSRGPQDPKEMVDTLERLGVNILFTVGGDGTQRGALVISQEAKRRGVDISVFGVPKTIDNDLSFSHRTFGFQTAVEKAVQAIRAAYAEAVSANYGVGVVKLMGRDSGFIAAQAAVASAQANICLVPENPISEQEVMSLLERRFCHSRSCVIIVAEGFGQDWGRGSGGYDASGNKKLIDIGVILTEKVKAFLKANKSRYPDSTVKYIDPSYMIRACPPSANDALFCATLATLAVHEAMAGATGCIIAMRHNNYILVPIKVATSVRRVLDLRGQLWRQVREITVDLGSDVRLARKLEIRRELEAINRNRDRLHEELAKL
#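 1.25 nM PFK with 0.5 mM F6P and 0.1 mM ATP in 0.1 M TEA pH 8.0, 5 mM MgCl2, incubated 45 min at room temperature; ADP measured by ADP-Glo luminescence; compounds titrated up to 57 uM.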
# Chronic BCR inh = inhibitors of chronic active B-cell receptor signaling; ABC-DLBCL IkBa-CBG/CBR reporter, luminescence ratio, 4 h; Potency, µM (series often up to 46.1 µM), for inactives: top-dose ratio change, negative = lower green/red ratio, usual class: inhibitors; actives 0.05% (n = 340,000); AID 493014; active = well fitted inhibition curve with a large enough effect in the signal ratio, with a control signal flat, not every such curve was filed as active; inconclusive = small, poorly fitted or top-dose-only effect, or effect the other way, or a change in a side signal; the % refers to the signal ratio;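 also: potency is read from the fitted curve at half-maximal effect; plate controls were basal doxycycline-induced cells for no effect and cells given 10 µM MG132 for full effect; MG132 reads +100%, hits lower the ratio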
#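 TMD8 human ABC-DLBCL cells with doxycycline-inducible IκBα–green luciferase fusion and unfused red luciferase, in 0.5% FBS medium; compounds up to 46 uM, 4 h at 37C. Green/red luminescence ratio, filter-overlap corrected, fitted to concentration-response curves.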
# TSHR antag = antagonists of human thyroid stimulating hormone receptor. P16473. TSHR-expressing cells, TSH-stimulated cAMP HTRF, 2 h; hits give low values. activity change, negative = inhibition, % at 11.5 µM. actives 0.2% (n = 330,000). AID 504810;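 active = activity change below a set negative limit, meaning inhibition stronger than a set level, cut at about -70% in these data; inconclusive = activity change between two set negative limits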; also: % is scaled to controls: 0 for no effect and ±100 for the full control effect
#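 Freshly harvested TSHR cells receive pin-tooled compound, then EC80 TSH at 4nM final. After 2 hours at 37 deg C, antibody in lysis buffer and cAMP-d2 are added; 30 minutes at ambient temperature precede the HTRF read.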
# GALK inhibitor = blocks human galactokinase activity | actives 0.007% (n = 270,000) | Purified GALK, Kinase-Glo residual ATP luminescence | P51570 | Potency, µM (highest dose often 57.5 µM), for the others: at the top dose activity change, negative = inhibition, hits mostly inhibitors; also: potency is read from the fitted curve at half-maximal effect; % is scaled to controls: 0 for no effect and ±100 for the full control effect
# Target sequence (P51570 whole entry, looked up): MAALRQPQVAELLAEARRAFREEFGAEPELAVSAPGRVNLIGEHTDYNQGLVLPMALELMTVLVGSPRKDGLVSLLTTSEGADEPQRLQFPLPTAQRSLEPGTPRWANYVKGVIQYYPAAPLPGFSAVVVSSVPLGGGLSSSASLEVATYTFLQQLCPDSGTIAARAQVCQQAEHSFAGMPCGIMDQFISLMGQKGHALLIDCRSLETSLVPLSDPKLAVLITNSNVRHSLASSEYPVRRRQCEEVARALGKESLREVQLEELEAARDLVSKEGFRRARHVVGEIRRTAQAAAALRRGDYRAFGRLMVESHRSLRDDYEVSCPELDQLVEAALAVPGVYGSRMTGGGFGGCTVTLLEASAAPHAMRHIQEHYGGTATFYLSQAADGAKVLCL
#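 Luminescence from leftover ATP (Ultra-Glo luciferase/luciferin) served as read-out after a 1 h room-temperature reaction of 5 nM GALK with 35 uM ATP and 100 uM galactose.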
# Giardia killer = kills Giardia lamblia. Giardia lamblia trophozoite viability. activity change, % at 7.66 µM, hits read low. AID 540267. actives 0.15% (n = 340,000); in the data active = activity change below about -80%; inconclusive = between about -30% and that limit;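 also: parasites exposed to compound for two days anaerobically before the ATP read; % is scaled to controls: 0 for no effect and ±100 for the full control effect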
#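 Media and compound were dispensed first, then trophozoites at 100 cells/well; plates sat 48 hrs at 37 deg C without oxygen before ATP luminescence reagent was added and read after 15-30 min at room temperature.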
# MLL CXXC-DNA inh = MLL CXXC-DNA interaction inhibition; Q03164; MLL-CXXC / FITC-HOXA9 DNA fluorescence polarization; Potency, µM (top dose mostly 115 µM), for the others: at the top dose activity change, negative = inhibition, actives largely listed as inhibitors; actives 0.037% (n = 290,000); AID 2662; active = well fitted inhibition curve with a large enough effect in the polarisation, with a control signal flat, not every such curve was filed as active; inconclusive = small, poorly fitted or top-dose-only effect, or effect the other way, or a change in a side signal; inactive = no such curve, though single readings can be large or run the other way; the % refers to the polarisation; also: potency is read from the fitted curve at half-maximal effect
#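 Steps: dispense CXXC domain solution (7 uM) → pin compounds or unlabeled HOX-A9 DNA control → 5 min ambient → add FLSN-HOX-A9 solution (50 nM) → spin → 30 min ambient → fluorescence polarization. Tris pH 7.5/NaCl/DTT/BSA buffer.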
# hERG WT inh = inhibitors of human wildtype KCNH2 potassium channel. activity change, % at 1.84 µM. actives 0.37% (n = 340,000). U2OS, BacMam KCNH2, thallium flux FluxOr; hits give low values. Q12809. AID 720551;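 active = maximum activity change below -70%; inconclusive = maximum activity change between -70% and -50%; inactive = maximum activity change above -50%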; also: % is scaled to controls: 0 for no effect and ±100 for the full control effect
#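 U2OS cells were transduced with wild-type KCNH2 virus (2.03 x 10^8 / mL) for 4 h at room temperature, then cultured overnight at 37 C. Thallium flux was read with FluxOr dye. Rate constants were normalized to DMSO controls.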
# A-T KAP1 phos = candidate therapy for ataxia-telangiectasia | […] A-T fibroblasts, KAP-1 phosphorylation AlphaLISA; neocarzinostatin DNA damage 30 min before lysis | Potency, µM (highest dose often 57.5 µM), without a hit: at the top dose activation, most hits filed as activators | AID 485349 | actives 0.19% (n = 320,000); also: potency is read from the fitted curve at half-maximal effect; % of control where 0% means no effect; nearly all actives have a fitted effect of over 45% in size
#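 ATM-like activity read as KAP-1 phosphorylation via AlphaLISA donor/acceptor antibody pairs after lysis and 6 hr at 25C. Cells were ATM-null patient fibroblasts ([…], hTERT), dosed 60 min, then exposed to the DSB inducer NCS for 30 min.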
# TCR activator = activators of T cell receptors; AID 504894; primary human leukocytes, anti-CD3, IL-2 HTRF, 48 h; Potency, µM (top dose mostly 9.22 µM), without a hit: at the highest dose activation of IL-2 secretion, hits mostly activators; 330,000 tested, under 10 active; also: % of control where 0% means no effect
#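 Compounds are tested in HTS on primary human leukocytes co-incubated with a-CD3 beads for 48 hr. IL-2 output is measured by time-resolved FRET.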
# Coupling enz = counter-screen for Giardia aldolase inhibitors: coupling enzyme system; coupling enzyme system counterscreen, AmpLite Red fluorescence; activity change, negative = inhibition, % at 58.2 µM, hits read low; actives 0.67% (n = 290,000); in the data active = activity change below about -30%; also: % is scaled to controls: 0 for no effect and ±100 for the full control effect
#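 Counterscreen lacking aldolase: glyceraldehyde-3-phosphate coupling-enzyme reagent preincubated 10 min at RT with compound (at 57.5 uM final), then substrate/coupling system with AmpLite Red added; fluorescence read at 525/598 nm after 20 min RT.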
# The depositor's hits bear a star; ? = inconclusive; . = no result given; [ ] = another dose, or the depositor's remark. Unless noted, calls follow the shape of the dose curve; as a rule, active = well fitted curve in the direction sought with a large enough effect; inconclusive = small, poorly fitted or top-dose-only effect, or another doubt; inactive = no such curve, though single readings can be large; an effect the other way counts as inactive or inconclusive.
cpd	Molecule	Tb PFK block	Chronic BCR inh	TSHR antag	GALK inhibitor	Giardia killer	MLL CXXC-DNA inh	hERG WT inh	A-T KAP1 phos	TCR activator	Coupling enz
1	Cc1ccc(NC(=O)C2CC(=O)N(C(C)C)C2)cc1Cl (configuration not stated)	-18%	-7%	5	7%	5	0%	-2	11%	-5%	-4
2	Cc1noc(C)c1C(=O)Nc1ccc(F)c(F)c1	-7%	8%	22	0%	-8	0%	-4	4%	2%	6
3	O=C(NC1CCCCC1)c1ccc(-c2cccc([N+](=O)[O-])c2)o1	0%	?	-8	4%	-6	11%	-2	8%	-3%	2
4	CCc1cc(=O)oc2cc(C)cc(OC(C)C(=O)NCCCN3CCCC3=O)c12 (configuration not stated)	2%	0%	0	-6%	12	5%	-12	1%	-2%	.
5	CC(=O)CCSc1nnc(-c2cccc(S(=O)(=O)N3CCOCC3)c2)o1	0%	6%	-3	.	-4	.	16	9%	2%	.
6	COC(=O)c1cc(NC(=O)CN2C(=O)C(=O)N(C3CCCC3)C2=O)cc(C(=O)OC)c1	-1%	0%	6	.	13	.	-6	4%	6%	.
7	Cn1ncc(Br)c1NC(=O)Nc1ccc(OC(F)(F)F)cc1	-1%	?	2	-2%	1	8%	-4	1%	-3%	0
8	Nc1[nH]c(=O)[nH]c(=O)c1N=Nc1ccccc1Cl	-6%	2%	-2	-3%	-10	6%	.	-10%	-52%	0
9	Cn1cnc(S(=O)(=O)Nc2cc(C(F)(F)F)ccc2N2CCOCC2)c1	6%	-6%	5	.	10	-2%	3	6%	-3%	-1
10	CC(C)CN(C(=O)COC(=O)c1ccc(Cl)nc1)c1c(N)n(Cc2ccccc2)c(=O)[nH]c1=O	-14%	0%	-15	.	-2	.	-3	-1%	-1%	.
11	Cc1ccccc1OCCSCc1nc2ccccc2[nH]1	-5%	2%	?	0%	6	-5%	-3	-3%	1%[46.1 µM]	-1
12	COc1ccc(C(C)=O)cc1CN1C(=O)NC2(CCCCCC2)C1=O	1%	-4%	-8	-3%	-1	-3%	-4	-4%	3%	0
13	CC(C)C(=O)Nc1ccc(NC(=O)c2ccc(COc3ccccc3)cc2)cc1	-4%	?	-6	6%	-6	24%	-45	-10%	5%	2
14	COC(=O)c1c(C)[nH]c(C=O)c1-c1ccccc1	0%	?	-8	6%	-1	3%	-6	1%	4%	2
15	O=C(c1noc2c1CCCC2)N1CCC(CO)(Cc2ccccc2Cl)CC1	-3%	-4%	-9	3%	24	-7%	0	11%	-2%	5
16	COc1ccc(NC(=O)c2ccc(-c3ccc(OC)cc3)s2)cc1	-1%	-5%	-2	6%	6	5%	1	1%	-4%	0
17	Cc1cc(OC(C)C(=O)Nc2cccnc2)ccc1Cl (configuration not stated)	-5%	4%	?	2%	-11	7%	0	-4%	-1%	3
18	CC(C(=O)O)N1CCCCC1 (configuration not stated)	4%	0%	-4	0%	28	4%	-8	4%	7%	3
19	C/C(CC(=O)NC(C)(C)C)=N\NC(=O)c1ccccc1N	0%	?	20	1%	20	0%	-7	2%	-4%	2
20	O=C(NNC1CC(=O)N(c2ccc(Br)cc2)C1=O)c1cccnc1 (configuration not stated)	0%	6%	4	-3%	7	9%	-3	0%	2%	2
21	COCC(=O)Nc1cc(C(=O)Nc2ccccc2C)ccc1Cl	0%	?	-2	0%	0	0%	-5	0%	2%	1
22	NC(=O)N/N=C/c1ccc(OCc2cccc(Cl)c2)cc1	1%	?	-1	9%	-24	-3%	0	1%	-19%	2
23	O=C(O)c1cc(-c2ccc(Cl)c(Cl)c2)n(-c2ccc(F)cc2)n1	-7%	6%	-25	-4%	6	-5%	8	-18%	0%	-12
24	CN(C(=O)COC(=O)c1cccc(S(=O)(=O)N2CCCCCC2)c1)C1CCS(=O)(=O)C1 (configuration not stated)	5%	?	-6	.	6	.	-6	5%	0%	.
25	O=C(Nc1ccc2ccccc2c1)c1cccc(F)c1	-5%	?	-12	8%	-3	38%	9	3%	3%	-6
26	COc1ccc(OCc2nnc(SCC(=O)NC3CC4CCC3C4)o2)cc1 (configuration not stated)	-18%	1%	21	6%	-4	-4%	2	-2%	-3%	6
27	CC(C)OC(=O)c1c(NC(=O)CCC(=O)O)sc2c1CCCCC2	-3%	2%	-22	.	-7	4%	-4	2%	-1%[46.1 µM]	21
28	O=C(Nc1nccs1)C1CCN(S(=O)(=O)c2ccc(F)cc2)CC1	-3%	1%	6	-4%	0	25%	0	6%	6%	.
29	c1ccc2c(Nc3nc(N4CCOCC4)c4ccccc4n3)cccc2c1	10%	?	-13	.	6	3%	8	1%	1%	4
30	c1cncc(-c2nc(N3CCOCC3)c3c4c(sc3n2)CCC4)c1	2%	-8%	-7	6%	6	-3%	1	-14%	5%	5
31	COc1ccccc1CNC(=O)COC(=O)c1ncc(Cl)c(Cl)c1Cl	2%	-13%	-5	.	4	.	1	-6%	0%	.
32	CCn1c(CCCOc2ccc(Cl)cc2Cl)n[nH]c1=S	-6%	?	7	-1%	6	1%	0	-5%[11.5 µM]	0%	0
33	COc1ccc([C@@H]2[C@H]3C(=O)N(c4cccc(C(F)(F)F)c4)C(=O)[C@H]3ON2C)cc1	-5%	8%	15	2%	9	-3%	9	-2%	0%	1
34	COc1ccc(N2CCN(CCS(=O)(=O)c3cc(Cl)ccc3Cl)CC2)cc1	0%	-11%	-19	.	2	.	0	1%	-5%	.
35	COc1ccc(CCNC(=O)CSc2cn(Cc3cccc(C)c3)c3ccccc23)cc1OC	0%	?	-7	.	-1	-5%	0	-8%	0%	1
36	COc1ccc(/C=C2\SC(=N)N(c3ccc(F)cc3)C2=O)cc1OC	-1%	-14%	-6	0%	11	22%	-5	2%	1%	1
37	CCCCNC(=O)c1cccc(C(=O)NCCCC)c1	-15%	?	8	0%	4	13%	-7	6%	-1%	5
38	CCN(C(=O)c1ccco1)C1C2CC3CC(C2)CC1C3 (configuration not stated)	1%	9%	-24	4%	-28	-10%	1	-8%	4%	.
39	COc1ccc(NC(C)=O)cc1NC(=O)CN1CCN(c2ccccn2)CC1	-1%	13%	0	1%	-5	11%	-8	-5%	1%	0
40	O=C(COc1ccccc1Cl)N1CCN(c2ccc([N+](=O)[O-])c(N3CCOCC3)c2)CC1	-5%	5%	-7	1%	-21	21%	-2	-5%	-1%	1
41	CC(C)(C)OC(=O)NCCCC[C@H](NC(=O)[C@H](Cc1c[nH]c2ccccc12)NC(=O)OCc1ccccc1)C(=O)O	-7%	0%	-3	-4%	8	-3%	9	1%	1%	-2
42	NC(=O)c1nsc(C(=O)N(c2ccc3c(c2)OCCO3)C(C(=O)NCC2CCCO2)c2ccc(F)cc2)c1N (configuration not stated)	10%	0%	16	-3%	-16	14%	0	0%	1%	-1
43	CCCCC(=O)Nc1sc2c(c1C(=O)OCC)CCC(C=O)=C2Cl	-12%[0.46 µM]	-5%	-16	2%	.	40%[activator]	.	8%	.	0
44	Cc1ccc(N(C)C(=O)n2cnc3ccccc32)cc1	-6%	?	5	0%	-4	-12%	-2	4%	-1%	0
45	CCN(CC)c1ccc(NC(=O)c2ccccc2OCC(=O)OC)cc1	-7%	-3%	9	0%	2	3%	6	1%	3%	-26
46	O=S(=O)(NCc1ccco1)c1cnc(Cl)c(Br)c1	4%	3%	-5	2%	-1	1%	-5	0%	-2%[46.1 µM]	4
47	CCO[C@@H]1OC(C(=O)N2CCN(C)CC2)=C[C@H](c2coc3ccccc3c2=O)[C@H]1CCCO	-1%	11%	12	-3%	4	31%[activator]	.	-9%	-4%	2
48	CN(CCOc1cccc(C(F)(F)F)c1)Cc1ccccc1	-8%	3%	0	0%	8	5%	4	35%	-1%	0
49	Cc1ccc(OCC(O)CNCc2ccccc2)cc1C (configuration not stated)	-7%	-4%	2	-1%	-3	1%	19	9%	1%	0
50	Cc1sc2ncnc(Sc3nnnn3-c3ccc(Cl)cc3)c2c1C	2%	-13%	-16	-3%	0	46%[activator]	0	15%	.	2
51	CCSc1ccc(-c2ccc(C)cc2)nn1	-4%	-14%	-6	7%	-17	5%	-5	1%	2%	-6
52	CCOCCCN(C)C1CCN(C(=O)c2oc3ccccc3c2NC(=O)COc2cccc(C)c2)CC1	1%	0%	4	-3%	-1	8%	-82*	6%	-6%	.
53	O=S(=O)(Nc1nccs1)c1cc(Cl)ccc1Cl	2%	0%	-5	-4%	-25	-2%	12	-4%	0%	8
54	Cc1ccc(N2C(=O)c3cccc4c(C(=O)O)ccc(c34)C2=O)cc1	3%	1%	30	0%	.	21%	.	0%	.	4
